Screens from PubChem.
Bcl-xL primary = Bcl-xL (human) inhibition; GST-Bcl-xL / FITC-Bim BH3 peptide fluorescence polarization; inhibition, % at 10.9 µM; Q07817; actives 0.7% (n = 320,000);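 active = inhibition above the mean of all tested compounds plus 3 SD, cutoff set per campaign, cut at about 30% in these data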;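 note: 0% = DMSO wells and 100% = unlabeled Bim-BH3 peptide competitor; inhibitors lower millipolarization by displacing the labeled peptide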
Target sequence (Q07817 whole entry, looked up): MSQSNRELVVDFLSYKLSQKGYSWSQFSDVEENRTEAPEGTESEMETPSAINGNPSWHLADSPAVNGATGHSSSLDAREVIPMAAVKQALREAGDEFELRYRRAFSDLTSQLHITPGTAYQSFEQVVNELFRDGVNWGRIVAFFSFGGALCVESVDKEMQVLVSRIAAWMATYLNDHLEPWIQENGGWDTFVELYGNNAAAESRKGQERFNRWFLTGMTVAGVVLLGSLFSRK
MCL1-BIM inh = MCL1-BIM-BH3 interaction inhibition (human). actives 0.68% (n = 320,000). Q07820. GST-MCL1 / FITC-Bim-BH3 fluorescence polarization. inhibition, % at 10.9 µM;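 active = inhibition above the mean inhibition of all tested compounds plus 3 SD, set per campaign, cut at about 40% in these data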;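 note: 0% = DMSO wells and 100% = unlabeled Bim-BH3 peptide control; higher means more loss of mP so more displacement of Bim peptide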
Target sequence (Q07820 whole entry, looked up): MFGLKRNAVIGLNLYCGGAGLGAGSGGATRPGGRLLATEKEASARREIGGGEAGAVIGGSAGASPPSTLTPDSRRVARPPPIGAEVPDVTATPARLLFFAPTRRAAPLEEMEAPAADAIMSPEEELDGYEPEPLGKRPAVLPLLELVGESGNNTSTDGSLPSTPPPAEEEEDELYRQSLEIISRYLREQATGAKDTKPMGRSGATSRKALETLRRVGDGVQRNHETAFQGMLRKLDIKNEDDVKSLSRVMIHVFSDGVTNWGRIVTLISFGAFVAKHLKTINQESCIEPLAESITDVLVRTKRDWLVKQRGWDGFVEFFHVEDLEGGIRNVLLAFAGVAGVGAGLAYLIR
CIT2 TOR yeast = yeast TOR pathway CIT2-GFP modulation; S. cerevisiae CIT2-GFP strain, flow cytometry, 3 h; 100 means same as DMSO wells; GFP response vs DMSO, % at 10 µM; actives 0.065% (n = 320,000); AID 2029;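 active = GFP response relative to DMSO above a set limit, near the screen mean plus 3 SD, cut at about 150% in these data; inconclusive = Fewer than 70 cells measured for a yeast strain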;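 note: ratio of well median GFP fluorescence to mean of DMSO wells on the plate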
AGP1 TOR yeast = yeast TOR pathway AGP1-GFP modulation; actives 0.02% (n = 320,000); S. cerevisiae AGP1-GFP multiplex flow cytometry, 3 h; GFP as percent of DMSO wells; GFP response vs DMSO, % at 10 µM;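 active = GFP response relative to DMSO above a set limit, near screen average plus 3 SD, cut at about 150% in these data; inconclusive = fewer than 70 cells counted for the yeast strain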;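 note: median GFP channel fluorescence of the gated AGP1 strain per well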
GRK2 aptamer HTS = blocks RNA aptamer binding to human GRK2. AID 488847. bead flow cytometry, FAM-aptamer displacement from GRK2. P25098. actives 0.59% (n = 330,000). inhibition of aptamer binding, % at 10 µM;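 active = inhibition of aptamer binding above 40%, roughly 3 SD of noise, on plates passing a quality check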;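 note: median bead fluorescence of bound FAM aptamer so fluorescent compounds give negative values; no value below 0 was filed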
GLD-1 TGE inh = GLD-1-TGE RNA interaction inhibition (C. elegans) | Q17339 | purified GLD-1 + fluorescein TGE RNA, fluorescence polarization | inhibition, % at 5.96 µM | actives 0.44% (n = 320,000) | AID 2280;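 active = percent inhibition above a per-plate cutoff, the plate mean of test compounds plus 3 SD, cut at about 30% in these data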;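 note: 0% = DMSO wells with GLD-1 and probe and 100% = wells lacking GLD-1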
Target sequence (Q17339 whole entry, looked up): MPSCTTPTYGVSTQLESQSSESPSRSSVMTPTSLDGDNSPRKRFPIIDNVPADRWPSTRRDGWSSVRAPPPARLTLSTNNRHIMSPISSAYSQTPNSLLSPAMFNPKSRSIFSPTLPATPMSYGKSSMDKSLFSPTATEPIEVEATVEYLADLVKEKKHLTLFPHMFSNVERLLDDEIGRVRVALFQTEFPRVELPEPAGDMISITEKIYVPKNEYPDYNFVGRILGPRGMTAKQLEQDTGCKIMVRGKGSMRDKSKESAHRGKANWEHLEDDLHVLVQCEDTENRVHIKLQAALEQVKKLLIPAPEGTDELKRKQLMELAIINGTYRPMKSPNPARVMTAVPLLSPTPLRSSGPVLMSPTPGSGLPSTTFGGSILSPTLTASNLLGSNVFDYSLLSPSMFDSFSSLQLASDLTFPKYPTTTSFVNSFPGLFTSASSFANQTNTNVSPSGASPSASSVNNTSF
Fam108B counter = Fam108B inhibition, counter-screen for RBBP9 inhibitors. inhibition, % at 9.51 µM. AID 1947. recombinant Fam108B, FP-Rh probe fluorescence polarization. actives 0.33% (n = 300,000);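 active = inhibition above the screen mean inhibition plus 3 SD, computed separately per campaign, cut at about 18% in these data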;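 note: inhibitors lower polarization as less probe binds the enzyme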
MEX-5 binding = C. elegans MEX-5 TCR-2 RNA binding activity; Q9XUB2; MEX-5/FITC-TCR2 RNA binding, fluorescence polarization; hits give low values; activity score (negative = inhibition of binding), % at 10 µM; actives 0.38% (n = 300,000);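 active = inhibition past about -25% in most replicates, and total fluorescence under double the plate's negative control median, limit read from the data; inconclusive = replicates evenly split on the limit, or fluorescence at least double controls; inactive = too little inhibition in most replicates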;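 note: 0% = DMSO and -100% = 5 µM competing unlabeled TCR2 RNA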
VLA-4 inh = inhibition in a human VLA-4 binding assay. P13612. VLA-4 expressing cells, ligand binding flow cytometry. inhibition, % (about 7 µM as worked out from the volumes in the protocol). actives 0.2% (n = 330,000). AID 2557; in the data active = inhibition above about 50%
Starred values were filed as active, the others as inactive; ? = inconclusive; / = not tested or not shown; [ ] = remark or other dose.

Molecule	Bcl-xL primary	MCL1-BIM inh	CIT2 TOR yeast	AGP1 TOR yeast	GRK2 aptamer HTS	GLD-1 TGE inh	Fam108B counter	MEX-5 binding	VLA-4 inh
CCN1C(=O)C(CC(=O)Nc2ccc(OC)cc2)N(Cc2cccs2)C1=S (centres undefined)	0	4	101	103	1	3	-2	-1.0	6
CN1C(=O)CC(C(=O)Nc2ccccc2F)SC1=Nc1ccc2c(c1)OCO2 (centres undefined)	3	5	102	103	1	-12	10	2.7	-15
Nc1nccnc1C(=O)OCC(=O)N1CCN(S(=O)(=O)c2ccc(Cl)cc2)CC1	0	2	99	108	3	0	0	-1.1	14
O=C(CCS(=O)(=O)c1ccccc1)N1CCOCC1	10	8	105	104	0	-11	2	-2.6	2
CS(=O)(=O)c1ccc2nc(NC(=O)CCS(=O)(=O)c3ccccc3)sc2c1	-2	2	104	94	0	1	-4	1.4	3
CC1CCc2c(sc3nc(CN4CCN(S(=O)(=O)c5ccccc5[N+](=O)[O-])CC4)[nH]c(=O)c23)C1 (centres undefined)	0	-9	90	94	0	-4	-13	2.7	7
COc1ccc(-c2oc(=O)c3cc(OC)c(OC)cc3c2C#CC2(O)CCCCC2)cc1	/	/	101	103	2	0	/	/	-30
COc1cccc(C(=O)CC(=O)C(=O)Nc2cc(Cl)c(OC)cc2OC)c1	6	8	95	108	2	2	-3	-0.5	7
CCOc1ccc(S(=O)(=O)N2CCC(C(=O)NCCc3ccccc3)CC2)cc1	8	5	111	97	2	7	0	2.6	1
Cc1ccc(NC(=O)C2CCN(C(=O)NCc3ccccc3)CC2)cc1C	1	-8	98	101	2	6	-1	3.2	-1
O=C(CN(c1cccc(Br)c1)S(=O)(=O)c1ccccc1)N/N=C/c1cc([N+](=O)[O-])ccc1O	8	10	105	109	0	15	-1	-1.1	11
COc1ccc(OC)c(NC(=O)CCNC(=O)c2ccco2)c1	-5	-5	98	95	2	1	-4	0.2	10
CCn1cc(C(=O)N[C@@H](C)C(=O)NCCCn2ccnc2)c(=O)c2cc3c(cc21)OCO3	1	-7	110	98	3	1	-2	1.7	5
NC(N)=Nc1ccc(N=C(N)N)cc1	/	/	101	97	0	/	/	2.9	-6
Nc1c(N=O)c(=O)[nH]c(=O)n1-c1ccccc1	3	1	102	107	2	-2	5	-1.9	-1
Cc1ccc(-c2cc(C(=O)Nc3c(C)n(C)n(-c4ccccc4)c3=O)no2)cc1	0	1	93	94	1	2	0	1.9	6
O=C(COC(=O)CCSc1ccccc1)NCc1ccc(F)cc1	-7	-4	97	101	0	0	-1	-1.3	9
O=S(=O)(c1ccccc1)c1nc(-c2ccco2)oc1Nc1ccccc1	4	0	95	93	0	9	1	-0.7	-4
COc1ccc(-n2c(C)cc(-c3csc(NC(=O)c4ccc(S(=O)(=O)N(C)C)cc4)n3)c2C)cc1	-1	-1	97	105	0	-3	5	1.3	11
Cc1cc(C)cc(NC(=O)N(CCC#N)Cc2cccs2)c1	-1	-10	102	104	0	1	1	0.6	3
CCN(CC)CCOCCOC(=O)C(CC)(CC)c1ccccc1	2	-11	103	101	0	3	3	1.4	-6
C=CCN1C(=Nc2ccccc2)SC/C1=C\C(=O)OC	-1	2	98	98	0	-4	3	-1.4	8
O=C(CS(=O)(=O)Cc1ccccc1)NCc1ccco1	10	15	95	102	1	-2	2	0.8	8
COc1ccc(CCNC(=O)c2ccc(Cl)c(S(=O)(=O)N3CCCCCC3)c2)cc1	6	2	94	99	0	5	/	/	-12
CCCSc1nc2c3c(sc2c(=O)[nH]1)CC(C)(CC)OC3 (centres undefined)	5	10	110	97	0	3	3	1.9	3
NNC(=O)c1cccc(O)c1	2	10	101	111	0	5	-9	0.1	-4
CCOC(=O)CCCCC(=O)NC(CO)C(=O)NC (centres undefined)	4	-2	99	100	0	3	4	-1.0	8
O=C(COC(=O)c1cccc(S(=O)(=O)N2CCOCC2)c1)NCCc1ccccc1	-2	-15	109[may fluoresce green]	105[may fluoresce green]	1	-1	-3	-0.7	-8
O=C(CSc1nnnn1-c1cccc2c1CCCC2)N1CCOCC1	2	-3	102	105	0	4	-1	1.0	-4
CCn1cc(CN2CCC(Oc3ccc(C(=O)N4CCCCC4)cc3)CC2)cn1	5	10	97	97	0	5	-3	0.2	-4
O=Cc1cccn1-c1ccccc1	0	0	88	98	1	1	-5	-1.9	-1
COc1ccc(-c2cc(C(F)(F)F)nc(SCCC(=O)N3CCN4CCCC4C3)n2)cc1 (centres undefined)	-5	-1	103	103	0	1	1	-2.6	17
CCOc1ccc(NC(=S)NCCCN2CCN(C3CCCCC3)CC2)cc1	2	2	95	88	0	2	-2	-1.2	39
O=C(CSc1nc2ccccc2c(=O)[nH]1)c1cccs1	5	5	105	102	0	3	-1	-0.4	0
O=[N+]([O-])c1cccc(-c2cc3cccc[n+]3cc2-c2cccc([N+](=O)[O-])c2)c1	0	2	109	104	0	2	3	1.2	-4
COc1ccc(-n2c(=O)c3c4c(sc3n(CC(=O)NCC3CCCO3)c2=O)CCCC4)c(OC)c1 (centres undefined)	0	2	96	93	3	4	-3	1.2	10
CCCn1nc(C(=O)N2CCCc3ccccc32)c2ccccc2c1=O	-2	-7	95	92	0	1	2	0.1	2
Cc1onc(-c2ccccc2)c1C(=O)N1CCN(c2ncccc2C(F)(F)F)CC1	9	8	154*[may fluoresce green]	118[may fluoresce green]	2	0	-3	0.2	6
Cc1sccc1C1C(C#N)=C(N)SC(N)=C1C#N	-54	-85	94	95	2	-50	-7	2.7	-6
CCN1CCN(c2cc(C)c3cc(NC(=O)CCC(=O)Nc4ccc(OC)cc4OC)ccc3n2)CC1	-3	-8	98	104	5	-1	-2	-0.4	22
CC(=O)COC(=O)c1ccc2noc(-c3ccccc3)c2c1	1	4	97	90	1	6	-2	-0.5	1
O=C(COC(=O)CCC1CCCC1)Nc1nc2c(F)c(F)c(F)cc2s1	9	5	98	104	0	10	-3	-1.7	-88
Cc1cccc2cc(C(c3nnnn3Cc3ccc4c(c3)OCO4)N3CCCC3)c(=O)[nH]c12 (centres undefined)	12	10	100	91	1	8	2	0.8	-9
COc1ccccc1C1C(C(N)=O)=C(C)Nc2ncnn21 (centres undefined)	7	11	95	103	1	0	1	0.1	11
O=C(Nc1ccc2c(c1)OCO2)N1CCN(Cc2ccco2)CC1	4	2	104	102	0	-16	-4	0.4	9
O=C(Nc1cccc2ccccc12)N(CCO)C1CCS(=O)(=O)C1 (centres undefined)	-1	7	99	95	0	-1	2	1.9	10
COc1ccc(N/C=C(\C#N)S(=O)(=O)c2ccc(Cl)cc2)c(OC)c1	3	3	110	97	1	4	2	0.1	23
Oc1ccc(N=Nc2ccccc2)cc1	3	-3	87	88	1	0	-3	-10.0	-10
CCO[C@H]1OC(C(=O)NC2CC2)=C[C@@H](c2ccccc2)[C@@H]1CCCO	0	-3	84	90	2	3	3	-4.4	-2
CCN(C(=O)CN1CCN(c2ccccc2O)CC1)c1c(N)n(Cc2ccccc2)c(=O)[nH]c1=O	4	3	100	104	0	-6	-3	3.1	8
C=CCn1c(-c2ccc(F)cc2)n[nH]c1=S	-8	-8	102	109	0	0	3	-0.1	-14
COc1cc(/C=C/C(O)=C/C(=O)/C=C/c2ccc(O)cc2)ccc1O	21	-46	93	85	6	-94	/	/	-290
CCOC(=O)N1CCN(C(=O)c2cccn3c(=O)c4c5c(sc4nc23)CCCC5)CC1	9	-4	103	102	1	2	6	-2.2	4
O=C(COC(=O)CNC(=O)c1cccc([N+](=O)[O-])c1)Nc1ccccc1OC(F)F	0	3	111	106	0	5	1	1.8	-6
O=C(CS(=O)(=O)c1cn(Cc2cccc(F)c2)c2ccccc12)N1CCOCC1	1	1	104	104	0	0	-5	/	2
CN(C)c1ccc(C(=O)N2CCCC(N3CCN(Cc4ccc5c(c4)OCO5)CC3)C2)cc1 (centres undefined)	/	/	101	95	1	/	/	-1.4	30
O=C(CN1C(=O)C(=O)N(C2CCCC2)C1=O)Nc1ccccc1OC(F)F	/	/	95	94	0	0	/	/	5
CCC(CC)C(=O)N1CCCC(c2nc(-c3cccs3)no2)C1 (centres undefined)	-5	-9	94	97	4	-4	-4	3.7	15
O=C(CSc1ncnc2nc[nH]c12)c1ccc(Cl)cc1	6	-5	93	101	3	7	0	-2.0	-22
O=C(NC(NC(=S)Nc1ccc(Cl)cc1)C(Cl)(Cl)Cl)c1ccco1 (centres undefined)	4	-5	101	102	2	2	-2	2.4	-7

More compounds follow.
Molecule	Bcl-xL primary	MCL1-BIM inh	CIT2 TOR yeast	AGP1 TOR yeast	GRK2 aptamer HTS	GLD-1 TGE inh	Fam108B counter	MEX-5 binding	VLA-4 inh
COc1cc(/C=C/C(=O)OCC(=O)N2CCC(Cc3ccccc3)CC2)ccc1O	6	4	99	96	36	3	2	-0.3	3
CC(C)C[C@H](NC(=O)CCn1nnc2ccccc2c1=O)C(=O)O	2	9	107	110	0	6	1	1.9	4
CN1CCN(NC(=O)CN2C(=O)S/C(=C\c3c(Cl)cccc3Cl)C2=O)CC1	6	6	100	101	0	-2	-2	0.6	11
Cc1c(C(=O)/C=C/N(C)C)nnn1-c1ccc(F)c(Cl)c1	-3	-2	103	105	1	-7	-5	1.2	7
COc1ccc(CC(=O)Nc2nc(C(C)(C)C)cs2)cc1	4	-5	92	90	0	-1	3	-0.2	-5
Cc1cccc(-n2nnc(C(=O)NCc3ccco3)c2N)c1	-1	-1	?	?	2	-2	0	0.4	0
COc1ccc2cc(C(c3nnnn3CCc3ccccc3)N3CCC(O)CC3)c(=O)[nH]c2c1 (centres undefined)	25	13	100	92	0	-8	-15	/	-354
O=C(Cc1nnc(NC(=O)Nc2ccc(F)cc2)s1)Nc1ccccc1	5	9	95	99	2	7	-5	0.0	7
Cc1cccc(N2C(=O)C(CC(=O)Nc3cccc(F)c3)N(CCc3ccncc3)C2=O)c1 (centres undefined)	8	0	106	98	4	-3	-1	0.2	10
NS(=O)(=O)c1cccnc1Nc1cccc(Cl)c1	0	0	99	101	0	-10	-3	1.7	-5
CCN(CC)C(=O)c1[nH]cnc1C(=O)N[C@@H](CC(C)C)C(=O)OC(C)(C)C	4	-4	86	89	0	5	1	4.6	-4
CC(C)(C)N(Cc1ccccc1)C(=O)COC(=O)Cn1cnc2ccccc2c1=O	-1	-2	106	106	0	-2	4	-3.1	14
COc1cc(N(C(=O)Cc2cccs2)C(C(=O)NC2CCCCC2)c2cccc(OC)c2OC)ccc1-n1cnnn1 (centres undefined)	1	-11	99	101	2	3	4	0.3	3
S=C(Nc1ccc(Cl)cc1)NC1CCCCC1	2	-1	101	112	0	4	1	0.4	-2
O=C(COC(=O)Cc1ccsc1)Nc1ccc(F)cc1Cl	3	2	90	93	0	1	/	/	9

Random draw from the library, and some 2.2% of all compounds hit somewhere here.
